LEDGF integ inh: blocks HIV-1 LEDGF/p75-dependent DNA integration | TR-FRET IN-LEDGF/p75 DNA integration, Eu/Cy5 | inhibition, % at 3.7 µM | 370,000 tested, 0.64% active | AID 743269;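 active means inhibition above the screen-wide mean plus 3 SD, cut at about 13% in these data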;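 further: signal is the Cy5 over europium emission ratio at 671 and 618 nm; 0% = plate median of compound wells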
PRMT1 FP inh: PRMT1 (human) inhibition, primary screen; recombinant PRMT1, activity-based probe fluorescence polarization; AID 652257; Q99873; inhibition, % at 2.79 µM; 370,000 tested, 1.3% active;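 active means inhibition above about 21% made by adding two undisclosed values, limit read from the data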
Target sequence (Q99873 whole entry, looked up): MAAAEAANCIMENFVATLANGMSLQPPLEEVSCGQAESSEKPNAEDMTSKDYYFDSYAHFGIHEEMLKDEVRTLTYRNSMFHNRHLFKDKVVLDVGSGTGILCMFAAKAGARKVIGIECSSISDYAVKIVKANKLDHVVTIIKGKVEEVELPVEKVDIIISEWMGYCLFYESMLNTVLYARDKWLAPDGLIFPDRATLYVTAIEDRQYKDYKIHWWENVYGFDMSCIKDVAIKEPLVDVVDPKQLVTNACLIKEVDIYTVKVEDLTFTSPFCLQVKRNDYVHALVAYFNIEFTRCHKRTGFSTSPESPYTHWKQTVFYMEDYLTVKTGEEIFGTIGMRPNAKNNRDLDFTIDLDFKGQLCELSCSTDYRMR
HTRA1 inh: HTRA1 (human) protease inhibition; Q92743; recombinant HTRA1, FP-rhodamine activity-based probe, fluorescence polarization; inhibition, % at 5.96 µM; 340,000 tested, 0.5% active; in the data active means inhibition above about 36%;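 further: 0% = enzyme with DMSO and 100% = wells lacking enzyme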
TDP2 absorb: blocks human TDP2 phosphodiesterase activity; O95551; recombinant TDP2, T5PNP hydrolysis, p-nitrophenol absorbance 415 nm; inhibition, % at 12.8 µM; 370,000 tested, 0.34% active;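 active means inhibition above the mean of all tested compounds plus 3 SD, set per campaign, cut at about 25% in these data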;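 further: 0% = DMSO with enzyme and 100% = buffer with substrate but no TDP2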
Target sequence (O95551 whole entry, looked up): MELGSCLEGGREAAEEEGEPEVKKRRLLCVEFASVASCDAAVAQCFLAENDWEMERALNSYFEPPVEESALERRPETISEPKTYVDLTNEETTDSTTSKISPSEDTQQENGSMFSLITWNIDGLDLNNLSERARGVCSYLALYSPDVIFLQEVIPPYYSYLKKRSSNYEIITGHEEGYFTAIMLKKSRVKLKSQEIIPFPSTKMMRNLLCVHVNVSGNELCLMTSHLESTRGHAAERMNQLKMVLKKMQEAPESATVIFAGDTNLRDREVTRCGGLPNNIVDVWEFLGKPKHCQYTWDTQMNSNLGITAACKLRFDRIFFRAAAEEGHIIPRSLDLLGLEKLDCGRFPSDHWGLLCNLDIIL
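Material: recombinant human TDP2; quantity: TDP2 enzyme at 120 nM final; medium: Tris-HCl pH 7.5 with MgCl2; compound: single concentration, 12.8 µM nominal, with 1% DMSO; incubation: 2 h enzyme incubation at 37 °C; signal: epi absorbance; measure: percent inhibition; benchmarks: high control without enzyme, low control DMSO plus TDP2; repeats: singlicate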
ABHD4 inh: inhibitors of mouse ABHD4. 370,000 tested, 0.54% active. purified mABHD4, FP-Rh probe fluorescence polarization. AID 720543. Q8VD66. inhibition, % at 8.92 µM;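 active means inhibition exceeding the mean over every tested compound plus 3 SD, cut at about 30% in these data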;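 further: 0% = plate median of compound wells and 100% = S159A mutant with DMSO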
Target sequence (Q8VD66 whole entry, looked up): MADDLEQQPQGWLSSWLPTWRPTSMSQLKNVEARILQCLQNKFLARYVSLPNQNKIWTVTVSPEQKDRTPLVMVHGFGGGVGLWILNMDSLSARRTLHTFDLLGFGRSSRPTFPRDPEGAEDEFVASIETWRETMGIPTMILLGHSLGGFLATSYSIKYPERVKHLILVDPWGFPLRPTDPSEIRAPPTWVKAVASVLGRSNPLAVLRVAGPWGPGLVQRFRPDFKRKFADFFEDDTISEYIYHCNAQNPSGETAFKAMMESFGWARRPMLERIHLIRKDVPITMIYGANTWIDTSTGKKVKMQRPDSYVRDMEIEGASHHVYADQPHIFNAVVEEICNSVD
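Assay system: mouse ABHD4 enzyme, wild type / Also added: fluorescent activity-based probe FP-Rh / Doses: single nominal dose of 8.92 µM, 0.89% DMSO final / Timing: 45 min compound pre-incubation plus 60 min probe step, 25 °C / Signal: FP readout, ex 525 nm / em 598 nm / Control set: S159A mutant/DMSO as 100%, compound-well median as 0%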
TCR CD3 inh: inhibitors of human TCR-CD3 interaction; TAMRA-labeled TCR probe fluorescence, biochemical; inhibition, % at 9.4 µM; 360,000 tested, 0.37% active; in the data active means inhibition above about 19%;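 further: recombinant mutant TCR 2C K166C tagged with TAMRA read by polarization; 0% = receptor in buffer alone and 100% = receptor with positive control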
PG9 binder: binds the HIV-1 gp120 antibody PG9 | TR-FRET gp120-PG9 antibody binding | 360,000 tested, 0.43% active | inhibition, % at 6.7 µM; in the data active means inhibition above about 8.5%
UHRF1 binding: human UHRF1 methylated DNA binding inhibitors; Q96T88; inhibition, % at 4.4 µM; 370,000 tested, 0.75% active; AID 687016; UHRF1 binding to methylated oligo, TR-FRET; in the data active means inhibition above about 21%;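 further: UHRF1 SRA domain binding a hemimethylated CpG hairpin DNA probe; 0% = median of test compound wells and 100% = reference inhibitor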
DDE Tn7 FP inh: DD(E)-Tn7 binding inhibition, primary FP screen; P02675; FP displacement of FITC-Tn7 peptide from fibrin DD(E); 0% = median of compound wells per plate; inhibition, % at 8.3 µM; 370,000 tested, 0.13% active; AID 720508;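 active means inhibition above the mean of compounds falling within the control limits plus 3 SD of them, cut at about 14% in these data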;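 further: 0% = plate median of compound wells and 100% = 10 µM Aha-Tn7 peptide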
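Assay system: Fibrin-DD(E) protein isolated from polymerized human fibrin clots; read-out basis: percent inhibition; medium: Tris/NaCl/CaCl2 buffer, pH 7.8; signal: FP measurement; incubation: 10 min plus 3 h, room temperature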
SIAE primary: human SIAE inhibition, primary screen | SIAE FP-Rh probe binding, fluorescence polarization | inhibition, % at 9.66 µM | 370,000 tested, 0.69% active;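 active means inhibition above a cutoff: mean of compounds within the control limits plus 3 SD of those, cut at about 17% in these data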;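 further: 0% = plate median of compound wells and 100% = probe without SIAE protein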
The depositor's hits bear a star; . = no result given.

SMILES | LEDGF integ inh | PRMT1 FP inh | HTRA1 inh | TDP2 absorb | ABHD4 inh | TCR CD3 inh | PG9 binder | UHRF1 binding | DDE Tn7 FP inh | SIAE primary
CCn1c(Cc2ccccc2)nnc1SCC(=O)Nc1ccccc1O | 2.0 | -7.0 | -0.3 | 6.5 | -5.5 | 0.8 | 1.4 | -0.8 | -1.7 | 7.9
Cc1ncc(N=Nc2ccc(F)cc2)c(-c2ccc(Cl)cc2)n1 | 0.5 | -0.1 | 4.5 | 11.4 | -1.0 | 3.2 | -1.1 | -3.0 | -1.8 | 1.3
CC(C)COC(=O)c1ccccc1N1C(=O)C2C3CCC(C3)C2C1=O (stereo not given) | -1.4 | 2.5 | 5.0 | -3.9 | -0.6 | -5.6 | -0.2 | 3.4 | 0.9 | -4.3
O=C(CCNC(=O)c1ccccc1)NN=Cc1ccc(Br)o1 | -4.2 | 24.6* | 4.4 | 5.1 | 11.5 | 21.9* | -0.5 | 4.9 | 4.4 | 3.4
CC(C)c1ccc(S(=O)(=O)N(C)C2(C)CCS(=O)(=O)C2)cc1 (stereo not given) | -3.0 | -0.3 | 6.2 | 3.8 | 2.6 | -0.1 | 0.1 | 1.7 | 6.5 | -6.1
CCOC(=O)Cc1csc(NC(=O)C2CCCN(S(=O)(=O)c3cnc[nH]3)C2)n1 (stereo not given) | -1.9 | -0.1 | 2.1 | -12.5 | -4.5 | 8.3 | 0.1 | -1.2 | -8.9 | 0.1
Cc1ccc(NC(=O)c2cc(S(=O)(=O)c3ccccc3)ccc2Cl)cc1 | 1.3 | -0.8 | -19.7 | 1.8 | -20.5 | 7.5 | -0.8 | 2.8 | -3.6 | -6.9
COc1cccc(-c2c(-c3cc(OC)cc(OC)c3)n(C)c3ccc(-c4cnc(OC)nc4)cc23)c1 | 2.8 | -1.2 | -2.5 | -6.5 | 2.3 | 10.0 | -0.8 | 1.0 | 1.5 | -4.1
Cc1cccc(NC(=O)c2cccc(N3C(=O)CCC3=O)c2)c1 | -2.7 | 4.0 | -2.5 | 2.5 | 5.5 | 0.1 | -1.4 | 0.8 | 1.5 | 2.2
CC(C)(C)c1ccc(S(=O)(=O)NC(=O)C2(C)CCN2C(=O)C2(c3ccc(Cl)cc3)CC2)cc1 (stereo not given) | -1.7 | 2.6 | . | 2.3 | 17.4 | 5.2 | 0.2 | -1.1 | 0.5 | -1.9
COc1ccc(-c2c3c(cc(C)[n+]2[O-])oc2ccc(OC)cc23)cc1 | 1.3 | -0.9 | -3.7 | -3.7 | 8.6 | 9.9 | 1.0 | 20.1 | -3.1 | 7.0
CC1CCN(CCCCOc2ccccc2[N+](=O)[O-])CC1 | -0.7 | 3.1 | 0.5 | 24.2 | 10.7 | 1.6 | -0.3 | 2.8 | -3.3 | 2.0
CC(C)(C)C(=O)NC(=S)Nc1ccc(Cc2ccncc2)cc1 | 1.0 | 3.9 | -4.5 | 7.8 | 4.5 | -6.4 | -1.0 | 0.4 | 3.4 | -4.0
COc1ccc(-c2nn(-c3ccccc3)cc2CN2CCCO2)c(F)c1 | 5.9 | -2.8 | -7.2 | -1.5 | -1.4 | 2.8 | 0.1 | -0.9 | -3.3 | -6.6
O=C(NCCCN1CCOCC1)c1ccc(Cl)cc1Cl | 10.2 | -2.2 | -5.5 | -3.1 | 2.8 | -2.5 | -3.9 | -1.1 | -8.9 | 8.0
CCOC(=O)C1CCCN(C(=O)Cn2nc(C)c3c(C)n(-c4ccccc4)nc3c2=O)C1 (stereo not given) | -2.0 | -0.6 | -0.4 | -1.7 | -2.0 | 1.4 | -0.1 | 1.6 | -0.6 | 0.6
CCCCCCN(C(=O)CCl)c1ccccc1 | -1.9 | 4.0 | 4.3 | 0.2 | -0.8 | -2.1 | 0.4 | 18.9 | 0.7 | 4.2
CCCOC(=O)c1c(NC(=O)c2cnn3c2NC(c2ccccc2)CC3C(F)(F)F)sc2c1CCCC2 (stereo not given) | -2.9 | -2.4 | -2.8 | -0.2 | 4.7 | 1.0 | -2.3 | -0.1 | 7.4 | 7.7
O=C(Nc1ccc(Cl)cc1)Nc1nnc(CSCc2ccccc2)s1 | 3.1 | -4.9 | -0.2 | -1.3 | 6.7 | -2.7 | -0.9 | 3.4 | 4.0 | -0.9
CN1CCC(N[C@@H](Cc2ccccc2)C(=O)NCC(c2ccccc2)c2ccccc2)(C(=O)NC2CCCCC2)CC1 | 8.6 | -3.5 | . | -12.1 | 8.4 | . | . | 1.0 | 0.9 | 9.8
CCc1ccccc1-n1nnnc1SCC(=O)Nc1cc(C)on1 | 2.1 | -3.9 | -11.7 | 3.8 | -5.3 | 1.9 | -1.0 | 1.4 | 0.1 | -0.3
Cc1ccc(S(=O)(=O)N2CCN(C(=O)COC(=O)/C=C/c3cccc(Cl)c3)CC2)c(C)c1 | -6.6 | 1.6 | 5.3 | -3.9 | 4.3 | -9.1 | -0.7 | -1.6 | 0.6 | -0.2
COc1ccc(-n2c(C)nnc2SCC(=O)Nc2ccccc2F)cc1 | -1.3 | 1.1 | 5.2 | 14.7 | 0.7 | -0.5 | 1.9 | -0.6 | 4.4 | 1.6
Cn1c(CNc2ccccc2)nc2ccccc21 | 2.3 | -0.9 | 3.7 | 7.6 | 2.3 | 6.4 | -0.8 | -1.6 | 2.3 | 4.6
COc1ccc(-n2c(C)cc(SC)c(C(C)=O)c2=S)cc1 | -1.0 | 0.2 | -7.8 | -1.9 | -1.2 | 5.8 | -3.1 | 0.7 | 8.1 | 6.1
CCC(C)C(NC(=O)c1ccccc1NC(=O)c1ccco1)C(=O)O (stereo not given) | -2.1 | 1.3 | 2.5 | 4.6 | 3.1 | -0.7 | -1.7 | 2.1 | -2.5 | -7.1
CCCCCCCCNc1ncnc2[nH]ncc12 | 4.9 | -0.7 | -9.0 | -6.3 | -6.1 | -0.7 | -1.7 | 1.5 | -3.7 | -9.1
COCCN1CCCC(CNCc2cn(C)nc2-c2ccc(Oc3ccccc3)cc2)C1 (stereo not given) | 3.1 | -2.2 | -1.2 | 4.6 | -0.7 | -0.1 | 1.7 | -1.6 | 14.6* | 0.0
CCN(CC)C(=O)c1cccc(-c2csc(C(NC(C)=O)c3ccccc3)n2)c1 (stereo not given) | -3.3 | -1.0 | . | 6.4 | 1.4 | 1.1 | 0.9 | -0.3 | -3.4 | -3.8
COc1ccc(CCN(C)CCN2C(=O)c3ccccc3C2=O)cc1OC | 1.4 | 0.2 | -2.2 | 7.4 | -5.3 | 5.5 | -2.2 | 0.5 | -3.1 | 3.0
O=C(NC1CCCCN(Cc2cccc(Cl)c2)C1=O)c1cccc([N+](=O)[O-])c1 (stereo not given) | -1.0 | 0.2 | . | 8.0 | -1.5 | . | . | -1.1 | -6.1 | 3.3
CCOc1ccc(-c2cn3ccccc3n2)cc1[N+](=O)[O-] | 2.2 | 2.2 | 9.9 | 1.0 | -1.1 | 3.5 | 0.7 | -0.8 | -2.2 | -6.7
Cc1ccccc1CS(=O)(=O)CCC(=O)NCCCN1CCN(c2ccccc2F)CC1 | -4.3 | -1.1 | 3.9 | 0.8 | 1.9 | -2.3 | -0.1 | -1.4 | 7.2 | 8.2
COc1ccc(NC(=O)CSc2n[nH]c(=O)n2C2CC2)cc1OC | 5.4 | 4.4 | 2.2 | 4.8 | -3.0 | -9.4 | -1.0 | -0.9 | 1.9 | 2.8
Fc1ccc(NC(=S)N2CCOCC2)c(F)c1 | -1.1 | 4.2 | 5.9 | -5.7 | 2.9 | 2.5 | -0.8 | 0.5 | 3.5 | 2.6
CN(CC(=O)Nc1c(Cl)cccc1Cl)C(=O)c1ccccc1SCC(=O)N1CCCC1 | -3.6 | -0.7 | 8.9 | -5.5 | -0.5 | 8.4 | 0.1 | -2.4 | 6.3 | 0.0
Cc1[nH]n(-c2ccccc2)c(=O)c1C=NCC1CCCO1 (stereo not given) | 5.6 | -5.7 | -7.6 | -4.5 | 1.7 | 1.9 | 0.7 | 2.3 | -3.1 | 0.0
O=C(CCNC(=O)C1CCN(S(=O)(=O)c2ccccc2)CC1)NCc1cccnc1 | -1.4 | 3.5 | 5.4 | -11.1 | -3.6 | -7.1 | 3.4 | 3.9 | 1.2 | -1.5
O=C(O)CC/C(=N/NC(=O)c1cn(-c2ccccc2)nc1-c1ccccc1)C(=O)O | -2.2 | 1.6 | -35.4 | 2.1 | -7.6 | -5.1 | -1.5 | 1.6 | 1.1 | -22.9
CN(C)c1ccc(/C=C(\NC(=O)c2ccccc2)C(=O)NCc2cccnc2)cc1 | -1.0 | -2.1 | 5.5 | -1.1 | -12.1 | 1.2 | -10.4 | -4.7 | -2.5 | 2.7

Four of the compounds above, with values under each structure:
Each structure is followed by: LEDGF integ inh	PRMT1 FP inh	HTRA1 inh	TDP2 absorb	ABHD4 inh	TCR CD3 inh	PG9 binder	UHRF1 binding	DDE Tn7 FP inh	SIAE primary
COc1ccc(CCN(C)CCN2C(=O)c3ccccc3C2=O)cc1OC
 : 1.4	0.2	-2.2	7.4	-5.3	5.5	-2.2	0.5	-3.1	3.0
O=C(NC1CCCCN(Cc2cccc(Cl)c2)C1=O)c1cccc([N+](=O)[O-])c1 (stereo not given)
 : -1.0	0.2	.	8.0	-1.5	.	.	-1.1	-6.1	3.3
CCOc1ccc(-c2cn3ccccc3n2)cc1[N+](=O)[O-]
 : 2.2	2.2	9.9	1.0	-1.1	3.5	0.7	-0.8	-2.2	-6.7
Cc1ccccc1CS(=O)(=O)CCC(=O)NCCCN1CCN(c2ccccc2F)CC1
 : -4.3	-1.1	3.9	0.8	1.9	-2.3	-0.1	-1.4	7.2	8.2

New compounds follow:
SMILES | LEDGF integ inh | PRMT1 FP inh | HTRA1 inh | TDP2 absorb | ABHD4 inh | TCR CD3 inh | PG9 binder | UHRF1 binding | DDE Tn7 FP inh | SIAE primary
CCCn1c(=O)[nH]c(=O)c2c(C(F)(F)F)cc(-c3ccc(C)cc3)nc21 | 1.4 | -6.4 | -7.1 | 5.2 | 0.9 | 8.1 | -1.0 | -0.9 | -2.6 | 3.6
CN(C)c1cccc(C(=O)NNC(=S)NC2CC3CCC2C3)c1 (stereo not given) | 0.8 | 1.6 | 2.1 | -5.9 | 11.0 | 1.3 | -0.3 | -1.8 | -6.3 | 6.3
CC1CCN(CCCNC(=O)c2ccc(CSCc3cccc(Cl)c3)o2)CC1 | -2.7 | 1.4 | 1.8 | -4.0 | 0.7 | 4.2 | -1.4 | -0.3 | 3.8 | 3.0
O=C(NCc1ccco1)[C@@H]1CSC2c3ccccc3C(=O)N21 (stereo not given in full) | 6.6 | 21.2* | 0.3 | -1.0 | 2.1 | 10.5 | 0.7 | -3.2 | 0.1 | -3.3
Cc1c(-n2c(O)c(C3=c4ccccc4=NC3=O)sc2=O)c(=O)n(-c2ccccc2)n1C | -1.4 | 3.0 | -0.8 | 0.3 | 6.8 | 4.2 | -3.4 | -0.9 | -0.4 | 5.0

High-throughput results: PubChem BioAssay, The Scripps Research Institute Molecular Screening Center
